RAD54 inh – inhibitors of human RAD54 branch migration, primary screen, biochemical, fluorescence, single point. DNA repair and recombination protein RAD54-like (Homo sapiens), Q92698. RAD54 Holliday junction branch migration, FAM/BHQ fluorescence. inhibition, % at 10.4 µM. 360,000 tested, 0.14% active. AID 602329, 2012;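 active = mean normalized replicate activity at least 40 and at least half of replicates scoring 40 or more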;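 note: 0% = median of neutral control wells and 100% = median of positive control wells; inhibitors cause a drop in the FAM fluorescence signal; in these data hits start at about 50%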
Target sequence (Q92698 whole entry, looked up): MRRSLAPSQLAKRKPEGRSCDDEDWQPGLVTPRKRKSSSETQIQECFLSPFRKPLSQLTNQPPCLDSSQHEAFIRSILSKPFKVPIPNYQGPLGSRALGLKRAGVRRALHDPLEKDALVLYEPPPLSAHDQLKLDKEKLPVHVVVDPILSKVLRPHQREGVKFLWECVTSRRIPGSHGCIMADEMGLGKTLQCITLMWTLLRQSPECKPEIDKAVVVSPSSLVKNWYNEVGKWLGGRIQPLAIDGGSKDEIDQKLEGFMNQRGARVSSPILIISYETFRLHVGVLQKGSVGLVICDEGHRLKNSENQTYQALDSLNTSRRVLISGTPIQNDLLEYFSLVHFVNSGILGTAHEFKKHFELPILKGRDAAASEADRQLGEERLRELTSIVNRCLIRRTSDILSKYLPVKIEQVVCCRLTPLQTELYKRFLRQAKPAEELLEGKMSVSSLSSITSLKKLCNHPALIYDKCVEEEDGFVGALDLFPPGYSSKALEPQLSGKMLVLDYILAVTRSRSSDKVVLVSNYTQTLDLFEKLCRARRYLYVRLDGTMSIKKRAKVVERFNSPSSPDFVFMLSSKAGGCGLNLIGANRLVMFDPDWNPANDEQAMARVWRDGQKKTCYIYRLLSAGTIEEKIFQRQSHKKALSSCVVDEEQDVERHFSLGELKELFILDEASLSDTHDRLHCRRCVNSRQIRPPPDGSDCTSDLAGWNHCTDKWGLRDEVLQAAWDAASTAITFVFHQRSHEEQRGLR
esBAF inh – Bmi1 luciferase reporter increase in mESCs, primary screen, esBAF inhibitor project, mouse ES cells, Bmi1 luciferase knock-in, single point | reporter increase, % at 12.5 µM | 24 h; 100% = twice the neutral-well signal | 350,000 tested, 2% active | AID 602393, 2012; in the data active = activation above about 40%;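 note: 0% = median of the plate's neutral control wells and 100% = double that signal; a rise in the Bmi1 reporter signal indicates esBAF inhibition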
Active calls of the source: *. These rows are one share of the data (hit frequency here may not be typical).

smiles,RAD54 inh,esBAF inh
COc1cc(O)c2c(=O)c3c(O)c(O)ccc3oc2c1OC,11,2
CC(=O)Nc1c(C(=O)O)[nH]c2ccccc12,-7,-2
Cc1cc2nc(C3CCCN(C(=S)Nc4ccccc4)C3)[nH]c2cc1C (centres undefined),4,13
CCOC(=O)c1ccc(NC(=O)CSc2nnc(COc3ccccc3OC)n2CC)cc1,-9,10
Cc1cc(C)c2nc(SCC(=O)N3CCCCC3)c(C#N)cc2c1,-3,0
CCc1nc(OCc2ccccc2)c2sc3nc4c(cc3c2n1)COC(C)(C)C4,-5,21
COc1ccc(O)c(CN2CCN(C/C=C/c3ccccc3)CC2)c1,-3,-3
Cn1cc(C(=O)NCC2COc3ccccc3O2)c(=O)c2cc(S(=O)(=O)N3CCCCC3)ccc21 (centres undefined),-8,5
N#CC(C(=O)NCCc1ccccc1)c1nc2ccccc2nc1N1CCCCC1 (centres undefined),-5,-5
CCCc1cc(=O)[nH]c(SCC(=O)c2cc(C)n(CCC)c2C)n1,-1,-3
Clc1ccsc1-c1csc(-c2cccnc2)n1,2,70*
O=C1C(C=NCc2ccco2)=C(O)c2ccccc21,1,25
O=C(Nc1cccc(NC(=O)c2ccccc2[N+](=O)[O-])n1)c1ccccc1[N+](=O)[O-],8,6
COC(=O)c1cc(C#N)c(Oc2ccc(OC)cc2)nc1C,10,6
Cc1ccc(C(=O)Nc2ccc(S(=O)(=O)NCc3ccco3)cc2)cc1,-11,5
CCCOc1ccc(/C(O)=C2/C(=O)C(=O)N(CCCOC)C2c2ccncc2)cc1 (centres undefined),-3,1
O=C(CCN1CCCCC1)Nc1cccc(Cl)c1,2,-3
CNC(=O)NC(=O)CSc1nc2cc(C(=O)OC)ccc2c(=O)n1-c1ccccc1,-2,4
CCOc1ccc2[nH]c(=O)c(CN(CCO)C(=O)c3ccccc3F)cc2c1,-2,2
CC(Sc1ccc(Cl)cc1)C(=O)NCc1ccc2c(c1)OCO2 (centres undefined),-1,-6
CSc1nc2ccc3nc(NC(=O)c4ccc(Cl)s4)sc3c2s1,-1,-40
Cn1c(CNC(=O)c2cccs2)nnc1SCC(=O)Nc1ccc(Cl)cc1,-3,-2
O=C(CSc1ncn(-c2ccccc2)n1)Nc1ccc2c(c1)OCCO2,-3,-2
COC(=O)c1ccc(OCC(O)CN(CC(C)C)CC(C)C)cc1 (centres undefined),-11,5
CCCCC(c1nnnn1C1CCCC1)N1CCN(C2CCCC2)CC1 (centres undefined),-14,-9
CCn1nnc(NC(=O)c2cccnc2)n1,-20,0
O=C(NCCc1ccc(S(=O)(=O)N2CCCC2)cc1)c1cccs1,4,-2
CCOc1ccc(Nc2oc(Cc3ccccc3)nc2C#N)cc1,-1,52*
COc1cc2oc3ccccc3c(=O)c2cc1OC,7,6
COc1ccc(NC(=O)CN2CCN(CC(=O)Nc3ccccc3F)CC2)c(OC)c1,4,2

Reformatted: 6 of the compounds above
Values run as follows: RAD54 inh, esBAF inh
CSc1nc2ccc3nc(NC(=O)c4ccc(Cl)s4)sc3c2s1
→ -1, -40
Cn1c(CNC(=O)c2cccs2)nnc1SCC(=O)Nc1ccc(Cl)cc1
→ -3, -2
O=C(CSc1ncn(-c2ccccc2)n1)Nc1ccc2c(c1)OCCO2
→ -3, -2
COC(=O)c1ccc(OCC(O)CN(CC(C)C)CC(C)C)cc1 (centres undefined)
→ -11, 5
CCCCC(c1nnnn1C1CCCC1)N1CCN(C2CCCC2)CC1 (centres undefined)
→ -14, -9
CCn1nnc(NC(=O)c2cccnc2)n1
→ -20, 0

Later entries
smiles,RAD54 inh,esBAF inh
CC1=C(C(=O)N2CCOCC2)C(c2cccs2)NC(=O)N1 (centres undefined),-12,-1
N#C/C(=C\c1ccc(N2CCOCC2)o1)c1nc2ccccc2[nH]1,-280,-9
Cc1cc(/C=N/NC(=O)CC2(C)OCCO2)c(C)n1-c1ccc(Cl)c(Cl)c1,-12,13
COc1c(F)c(F)c(C(=O)O)c(Nc2ccccc2C)c1F,-6,-6
O=C(NCc1cccs1)C1CCCN(S(=O)(=O)c2ccc(Br)s2)C1 (centres undefined),0,6
Cc1ccc(C)c(N=Cc2c(O)c3ccccc3oc2=O)c1,-7,0
Cc1ccccc1N(C(=O)Cn1nnc2ccccc21)C(C(=O)NCc1ccco1)c1ccncc1 (centres undefined),-9,-3
CSc1nc(Sc2ccc(Cl)cc2)c2ccccc2n1,0,2
O=C(COC(=O)c1ccc(Br)o1)NCc1ccco1,4,-8
O=C(O)c1ccccc1SC1CC(=O)N(C2CCCCC2)C1=O (centres undefined),-6,-5
O=C(NCc1ccco1)C(c1ccc(F)cc1)N(CC1CCCO1)C(=O)Cn1nnc2ccccc21 (centres undefined),2,-10
CCOC(=O)C1CCN(C(=O)CC2C(=O)N(Cc3ccccc3)C(C)c3nc4ccccc4n32)CC1 (centres undefined),-2,7
COC(=O)[C@H](CCSC)NC(=O)Nc1ccc(C)c(C)c1,-5,0
CCC1(C)Cc2c(sc3nc4n(c(=O)c23)CCS4)CO1 (centres undefined),-3,2
COCCNC(=O)COc1cccc(Oc2ccccc2)c1,-7,4
Cc1cc(=O)n2[nH]c(C(=O)O)nc2n1,-9,-6
Cc1nnc(SCc2nc3ccccc3nc2C)s1,5,2
CC(C)N1CCc2c(sc(NC(=O)c3ccc(S(=O)(=O)N4CCc5ccccc54)cc3)c2C(N)=O)C1,-7,5
CC(C)(C)n1nc(-c2ccc(F)cc2)c2c(N)ncnc21,4,-8
COc1ccccc1C(=O)NCCC(=O)N1CC(=O)Nc2ccccc21,2,4
CCOC(=O)/C(=C\c1ccccc1)C(=O)c1cc(C(C)=O)c(Nc2ccccc2)s1,9,-13
Cc1cccc(N2C(=O)CC(Sc3nc(-c4ccccc4)c4cc(Cl)ccc4n3)C2=O)c1 (centres undefined),0,5
O=C(c1ccco1)N1CCN(c2ncnc3c2[nH]c2ccc(Br)cc23)CC1,11,19
CCS(=O)(=O)n1nc(-c2ccccc2)nc1SCc1ccccc1,-8,46*
Cn1nnc(NC(=O)c2ccccc2F)n1,-15,3
Cc1cc2cc(NC(=O)c3ccco3)ccc2[nH]1,1,39
N#Cc1cc2c(nc1SC1CCCCC1O)CCCC2 (centres undefined),1,-4
COc1ccc(N2CCN(C(=O)C3CCCN3S(=O)(=O)c3cccc4nsnc34)CC2)cc1 (centres undefined),10,-2
CC(=O)N1N=C(c2ccncc2)OC12CCCCC2,3,7
CCOc1ccccc1-c1nnc(SCC(=O)NC2CC3CCC2C3)n1CC (centres undefined),-3,4
CN(C)CCCNC(=O)c1ccc(CN(c2ccccc2)S(C)(=O)=O)cc1,-5,-12
Cc1cnc(NC(=O)CSc2nc3ccccc3s2)s1,2,6
CN(C)CCOc1nc(-c2ccccc2)nc2c1oc1ccccc12,81*,8
Cc1cc(C)nc(SCc2nnc(SCC(=O)Nc3nccs3)n2C)n1,4,-5
Cc1ccc2cc(C(c3nnnn3C(C)(C)C)N3CCCCCC3)c(=O)[nH]c2c1 (centres undefined),9,-8
COC(=O)c1[nH]c2ccccc2c1NC(=O)CNC1CCCCC1,2,-3
Cc1ccc(-c2nnn(CC(=O)N3CCCCC3)n2)c(-n2cnnn2)c1,-5,-3
COc1ccc(-n2nc(C(=O)Nc3ccc4c(c3)OCO4)c3ccccc3c2=O)c(OC)c1,-1,-10
Cc1ccc(-n2c(C)nn(-c3ncc(C(F)(F)F)cc3Cl)c2=O)cc1,7,21
CC(=O)c1c(N=CN(C)C)nc(C)nc1-c1ccccc1,3,-3
Cc1sc2nc3n(c(=O)c2c1C)NC(=O)CC3,1,-2
Cc1nc2cc(NC(=O)N3CCCCC3)ccc2n1C,-3,7
Nc1nc2n(n1)C(c1ccc(F)cc1)CC(c1ccc(F)cc1)N2 (centres undefined),5,-9
CCCCNc1cc(NC(C)=O)cc2cc(OC)c(OC)cc12,7,47*
COc1cccc(-n2nnnc2SCC(=O)NCc2ccco2)c1,-2,-4
CCc1nc(C)cn1S(=O)(=O)c1cc(Br)ccc1OC,2,-8
COc1ccc(CNC(=O)C2CC=CCC2C(=O)O)cc1OC (centres undefined),8,1
Cc1ccc(-c2csc(C(C#N)=C3CCCC3)n2)cc1,5,49*
CCOC(=O)C1C(=O)NC(c2ccccc2)=NC1c1ccc(C(C)C)cc1 (centres undefined),11,-5
CCOC(=O)N1CCC(NC(=O)c2cccnc2SC)CC1,4,-2
COc1ccc(COC(=O)NNC(=O)c2ccccc2Cl)cc1,7,6
CCOC(=O)CNC(=O)CSc1nnnn1-c1cc(C)ccc1C,0,1
COC(=O)c1ccc(NC(=O)CCN2CCN(Cc3ccccc3)CC2)cc1,15,-4
CCc1sc(N(C(=O)Cc2ccccc2)c2ccccc2)nc1-c1ccccc1,4,-16
COC(=O)c1sccc1-n1cccc1C(=O)N1CCOCC1,-7,-5
Cc1cc(C)c2c(N)c(S(=O)c3ccc(C(C)(C)C)cc3)sc2n1 (centres undefined),0,-4
Cc1ccc(C2C(C(=O)O)c3ccccc3C(=O)N2C)o1 (centres undefined),1,-1
Clc1ccc2c(c1)CNc1c(ncnc1N1CCOCC1)O2,-3,-6
CCOc1ccccc1-c1cc(-c2ccc(OC)cc2)nc2c1c(=O)n(C)c(=O)n2C,7,-2
CC(C)c1ccc(/C=C/C(=O)Nc2nc3ccc([N+](=O)[O-])cc3s2)cc1,7,6

Other structures follow:
smiles,RAD54 inh,esBAF inh
COc1ccccc1CNC(=O)Nc1cccs1,-10,28
N#Cc1nc(-c2ccc(OCc3ccccc3)cc2)oc1NCc1ccco1,9,2
CCCCOC(=O)CSC1=C(C#N)C(c2ccc3c(c2)OCO3)CC(=O)N1 (centres undefined),9,-1
Cc1cccn2c(=O)c(/C=C3\SC(=S)N(CC(C)C)C3=O)c(NCCCOC(C)C)nc12,2,-5
O=P(O)(CP(=O)(c1ccccc1)c1ccccc1)c1ccccc1,0,-12
C=CCNC(=O)NC(=O)COC(=O)/C(C#N)=C/c1cc(C)n(CC(C)C)c1C,-1,-7
Oc1[nH]c2ccccc2c1N=Nc1ccc(C(F)(F)F)cn1,-9,38
C#CCOCCOCCOCCNc1nc(N2CCN(C(=O)CCCCCCCCCCNC(=O)[C@H](CCCCN)n3cc(CCO)nn3)CC2)nc(N2CCN(C(=O)CCCCCCCCCCNC(=O)[C@H](CCCCN)n3cc(CCO)nn3)CC2)n1,50*,13
C[C@@H](C(=O)Nc1ccc2ccccc2c1)[C@@H]1C[C@@]1(C)[C@@H](NC(=O)OCc1ccccc1)c1ccccc1,-8,12
c1ccc2c(c1)OCC(c1csc3ncnc(N4CCCC4)c13)O2 (centres undefined),1,-28
COc1ccc(OCC(=O)O/N=C(\N)Cc2ccc(Cl)cc2Cl)cc1,11,-8
c1ccc(OCCN2C3=NCCN3c3ccccc32)cc1,1,8
CCCOc1ccc(N2C(=O)CC(NCc3cccs3)C2=O)cc1 (centres undefined),7,-17
CCOC(=O)C1CCN(C(=O)CN(c2ccc(Cl)c(C(F)(F)F)c2)S(C)(=O)=O)CC1,-8,-1
Cc1nc(CS(=O)c2ccccc2)cc(N2CCOCC2)n1 (centres undefined),2,3
CCN(CC)C(=O)CSc1nc(C)cc(-c2cccs2)c1C#N,0,6
COc1cc(N2CCCC2)c(OC)cc1/C=C(/C#N)c1ccc(F)cc1,-11,2
O=C1NC2(Nc3ccccc31)C(=O)Nc1ccccc12 (centres undefined),7,28
Cc1cc(C)cc(Oc2ccc(C(F)(F)F)cc2C#N)c1,-2,0
O=C(N[C@H]1C/C=C\C[C@H](CC(=O)N(CCO)Cc2ccccc2)C(=O)NC[C@H](c2ccccc2)OC1=O)OCC1c2ccccc2-c2ccccc21,-8,-7
O=C(Cn1sc2ccccc2c1=O)NC12CC3CC(CC(C3)C1)C2,-1,30
COc1ccc(C(=O)NC(=S)N2CCC(C)CC2)cc1,-1,4
CC(C)C(=O)Nc1cccc(-c2nc3ccccc3o2)c1,-19,41*
CCOC(=O)c1sc2ccc(S(=O)(=O)N3CCCCC3)cc2c1N,-6,1
Brc1cc2c(cc1Cn1c(-c3cncs3)nc3ccccc31)OCO2,4,-1
O=S(=O)(N/N=C/c1c(F)cccc1Cl)c1ccccc1,-12,1
CCOC(=O)c1sc2ncn(C(C)C(=O)OCC)c(=O)c2c1C (centres undefined),8,7
N#Cc1cc2ccccc2nc1SCC(=O)Nc1ccc(S(=O)(=O)N2CCCC2)cc1,-1,-1
COc1cccc(-c2cc(C(F)(F)F)n3ncc(C(=O)O)c3n2)c1,4,-2
Cc1onc(-c2ccccc2)c1C(=O)n1cccn1,1,-5
CC(C)COC(=O)Nc1nnc(SCCOc2ccccc2)s1,1,2
CCc1c(C)nc2ncnn2c1N1CCCC(C(=O)Nc2ccc(NC(C)=O)cc2)C1 (centres undefined),-2,4
Cc1ccc(CCNC(=O)C2CCC(=O)N2Cc2cccnc2)cc1 (centres undefined),-4,-10
Cc1ccc(C)c(NC(=O)c2ccc(N(C)S(C)(=O)=O)cc2)c1,-1,11
Cc1cc(=O)[nH]c(SCC(=O)c2c(N)n(C)c(=O)n(C)c2=O)n1,-14,-6
